Screens deposited in PubChem BioAssay by National Center for Advancing Translational Sciences (NCATS).
FEN1 inh: inhibitors of human flap endonuclease 1. P39748. Recombinant FEN1 flap cleavage, fluorescence, 15 min. Potency, µM (titrated, usually from 114 µM), inactives show top-dose activity change, negative = inhibition, usual class: inhibitors. actives 0.35% (n = 390,000); note: nearly all actives have a fitted effect of over 65% in size
Target sequence (P39748 whole entry, looked up): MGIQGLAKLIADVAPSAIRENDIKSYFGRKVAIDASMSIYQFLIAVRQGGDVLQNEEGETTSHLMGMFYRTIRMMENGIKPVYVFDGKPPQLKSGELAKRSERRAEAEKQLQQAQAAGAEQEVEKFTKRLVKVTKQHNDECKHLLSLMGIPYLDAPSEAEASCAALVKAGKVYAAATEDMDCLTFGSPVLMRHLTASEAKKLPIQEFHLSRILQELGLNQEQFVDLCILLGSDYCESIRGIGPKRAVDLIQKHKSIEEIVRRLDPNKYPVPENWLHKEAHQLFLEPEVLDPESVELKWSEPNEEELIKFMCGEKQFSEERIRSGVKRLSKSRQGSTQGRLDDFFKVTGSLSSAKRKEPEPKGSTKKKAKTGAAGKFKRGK
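FEN1 at 10 nM, compound pretreatment for 15 min (room temperature), 50 nM final substrate to initiate; endpoint reads at 0 and 15 min; DMSO-only plates used as vehicle background.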
N370S GC: N370S glucocerebrosidase modulation, Gaucher chaperone candidate. N370S GC spleen homogenate, 4MU-glucoside fluorescence. actives 0.092% (n = 330,000). P04062. Potency, µM (titrated, usually from 59.4 µM), without a hit: at the top dose activity change, negative = inhibition, actives largely listed as inhibitors;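 note: 0% = full enzyme activity and -100% = no enzyme basal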
TDP1 block: blocks human tyrosyl-DNA phosphodiesterase 1. actives 0.28% (n = 350,000). recombinant TDP1, AlphaScreen DNA substrate cleavage. Potency, µM (doses to about 130 µM), inactives show at the highest dose activity change, negative = inhibition, most hits filed as inhibitors; note: nearly all actives have a fitted effect of over 40% in size
Target sequence (Q9NUW8 whole entry, looked up): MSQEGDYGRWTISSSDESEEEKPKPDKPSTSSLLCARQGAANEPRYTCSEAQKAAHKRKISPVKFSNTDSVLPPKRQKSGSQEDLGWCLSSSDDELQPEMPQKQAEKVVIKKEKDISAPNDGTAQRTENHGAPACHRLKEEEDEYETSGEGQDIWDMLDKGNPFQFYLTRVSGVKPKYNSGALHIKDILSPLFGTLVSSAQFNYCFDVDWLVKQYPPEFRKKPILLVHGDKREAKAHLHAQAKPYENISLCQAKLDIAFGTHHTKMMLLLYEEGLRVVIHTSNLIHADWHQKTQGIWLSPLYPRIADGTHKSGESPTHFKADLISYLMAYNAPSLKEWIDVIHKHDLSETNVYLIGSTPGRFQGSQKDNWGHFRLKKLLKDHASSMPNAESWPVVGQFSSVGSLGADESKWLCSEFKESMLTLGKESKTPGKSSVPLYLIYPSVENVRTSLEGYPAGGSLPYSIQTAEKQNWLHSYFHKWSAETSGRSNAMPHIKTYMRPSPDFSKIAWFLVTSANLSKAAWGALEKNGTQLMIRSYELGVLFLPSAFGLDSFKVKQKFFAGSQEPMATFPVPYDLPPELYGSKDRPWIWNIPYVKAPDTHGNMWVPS
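Tdp1 1 nM final; 15 min RT w/ cpd; substrate 15 nM, 5 min; beads 10 ug/ml, 10 min; AlphaScreen read. Neg ctrl: no enzyme.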
* hit, by the source's call; ? = inconclusive; / = not tested or not shown; & = joins results of further samples; [ ] = remark or other dose. Calls come from the whole dose curve; as a rule, active = well fitted curve in the direction sought with a large enough effect; inconclusive = small, poorly fitted or top-dose-only effect, or another doubt; inactive = no such curve, though single readings can be large; an effect the other way counts as inactive or inconclusive. Unless noted, % is set by controls: 0 for no effect and ±100 for the full control effect; potency is the fitted concentration of half-maximal effect.

#	SMILES	FEN1 inh	N370S GC	TDP1 block
1	COc1ccccc1NC(=O)Nc1ccc(CC#N)cc1	7%	3%	3%
2	COc1ccc(S(=O)(=O)N(C)C)cc1NC(=O)c1ccc2c(c1)NC(=O)C(C)S2 (stereo not drawn)	0%	/	2%
3	NCC(c1ccc(Cl)cc1Cl)c1c[nH]c2ccccc12 (stereo not drawn)	-11%	?	/
4	Cc1cc(NS(=O)(=O)c2ccc(NC(=O)CSc3nnc(-c4ccco4)n3Cc3ccco3)cc2)nc(C)n1	-13%	0%	0%
5	COc1cc(OC)c2c(-c3ccccc3)cc(=O)oc2c1C(CCN1CCOCC1)c1ccc(N(C)C)cc1 (stereo not drawn)	6%	?	10%[56.1 µM]
6	CC(CCc1ccccc1)N(C)CC(O)c1cccc([N+](=O)[O-])c1 (stereo not drawn)	-4%	0%	/
7	Cc1ccsc1-c1nc(CSCC(=O)NCCN2CCCC2)c(C)o1	-8%	-29%	0%
8	CCOC(=O)c1cc(C(=O)n2cc(Cl)cn2)nn1C	-2%	-2%	3%
9	COc1ccc(NC(=O)CCNS(=O)(=O)c2ccc3c(c2)CC(C)N3C(=O)C2CC2)cc1 (stereo not drawn)	-9%	-6%	2%
10	COc1ccc(CNC(=O)CCC(=O)Nc2nnc(CC(C)C)s2)cc1	-8%	3%	4%
11	CCOc1cc(/C=C2\C(=O)NN(c3ccccc3)C2=O)cc([N+](=O)[O-])c1O	?	3%	?
12	COc1cccc(CN(CC(=O)NCc2ccccc2)C(=O)c2csnn2)c1	5%	-19%	4%
13	Cc1ccn(CC(=O)N2CCCC(Nc3ccc(F)c(F)c3)C2)n1 (stereo not drawn)	-2%	0%	6%
14	Cc1ccsc1/C=N/NC(=O)c1nnn(-c2nonc2N)c1-c1ccccc1	-18%	-11%	/
15	CC1CCN(C(=O)CCc2nc3cc(S(=O)(=O)N(C)C)ccc3n2C)CC1	2%	14%	-2%
16	Cc1cccc(S(=O)(=O)N/N=c2\sc3ccccc3n2C)c1	-13%	-4%	/
17	COc1ccc(CCN(C)C2CCCN(S(=O)(=O)c3ccccc3F)C2)cc1OC (stereo not drawn)	18%	0%	/
18	O=C(CCS(=O)(=O)Cc1ccc(Cl)cc1)NCCc1ccccc1	4%	-2%	6%
19	Cc1ccccc1C(=O)NC(=S)N(Cc1ccccc1)c1ccccn1	18%	/	1%
20	COCCN(C(=O)CSc1nc(N)cc(=O)[nH]1)c1c(N)n(Cc2ccccc2)c(=O)[nH]c1=O	1%	-3%	1%[0.505 µM]
21	C=CCN(C(=O)CCC(=O)Nc1cc(C)on1)C(C(=O)NC1CCCC1)c1ccc(OC)cc1OC (stereo not drawn)	6%	4%	/
22	S=C(Nc1ccccc1)Nc1ccccc1-n1cccc1	10%	-1%	3%
23	COc1ccccc1Cn1c(C2CC(=O)N(c3ccccc3OC)C2)nc2ccccc21 (stereo not drawn)	0%	/	6%
24	CCOC(=O)C1=C(C)Nc2nc(C)nn2C1c1cc(OC)ccc1OC (stereo not drawn)	-2%	0%	1%
25	COc1cc(OC)cc(C(=O)N[C@H](C(=O)OCC(=O)Nc2sccc2C#N)C(C)C)c1	-7%	7%	0%
26	COc1ccc(COC(=O)Nc2cc3c(C(F)(F)F)nn(C)c3s2)cc1	-22%	2%	3%
27	CC(NC(=O)c1ccccc1)c1nc2ccccc2n1Cc1ccc(Cl)cc1 (stereo not drawn)	-3%	/	3%
28	CN(CCc1nc2ccc(Cl)cc2[nH]1)Cc1nc(CC2CC2)no1	1%	5%	5%
29	CCn1c(=O)cc(OCC(=O)N2CCN(c3ccc(C)cc3)C(C)C2)c2ccccc21 (stereo not drawn)	9%	/	6%
30	C=CCn1c(SCC(=O)Nc2ccc(Cl)cn2)nnc1C1CC1	-2%	0%	6%
31	CCC(C)N(CCNC(=O)c1ccc2c(c1)NC(=O)c1ccccc1S2)C1CCCCC1 (stereo not drawn)	3%	2%	5%
32	O=S(=O)(NCC(c1ccco1)N1CCOCC1)c1ccc(Br)cc1 (stereo not drawn)	0%	/	-3%
33	CCOC(=O)c1c(NC(=O)CSc2cn(CCNC(=O)c3ccccc3F)c3ccccc23)sc2c1CCC2	-15%	/	2%
34	C=CCn1c(CNC(=O)c2ccco2)nnc1SCC(=O)Nc1cccc(Br)c1	7%	13%	3%
35	Cc1ccc(Cl)cc1N1CCN(C(=O)CCn2c(=O)c3cccn3c3cccnc32)CC1	-3%	/	3%
36	CC(NC(=O)c1cc(Br)ccc1Cl)c1ccccc1 (stereo not drawn)	-12%	5%	/
37	O=C(CCNC(=O)c1ccc([N+](=O)[O-])cc1)NCc1ccccc1	-4%	-1%	2%
38	CC(=O)Nc1ccc(S(=O)(=O)Nc2cccc(-c3csc(C)n3)c2)cc1	0%	-17%	1%
39	COc1cc(NC(=O)c2cc(-c3cccc(OC)c3)n[nH]2)cc(OC)c1	?	/	6%
40	COc1cc2c(cc1Cl)C(=O)C(F)(c1ccccc1)C(=O)N2 (stereo not drawn)	-16%	-24%	3%
41	CCOC(=O)c1oc2ccccc2c1NC(=O)c1ccc2c(c1)OCO2	-4%	23%	-2%
42	COc1ccc(S(=O)(=O)N2CCCCC2)cc1NC(=O)CN(Cc1ccco1)Cc1ccco1	-15%	/	1%[56.1 µM]
43	CC(=O)Nc1ccc(S(=O)(=O)NCCN2CCNC2=O)cc1Cl	-3%	-3%	5%
44	CSc1ccc(CCNC(=O)c2ccc(CS(=O)Cc3ccc(Cl)cc3)o2)cc1 (stereo not drawn)	8%&-14%	4%	7%&8%
45	CC(C)N(C(=O)CSc1nnnn1-c1ccc2c(c1)OCO2)C(C)C	14%	-3%	2%
46	Cc1ccc(C(=O)NNC(=O)CCCCC(=O)NNC(=O)c2ccc(C)cc2)cc1	-6%	-1%	?
47	COc1cccc(CNC(=O)C2CCN(S(=O)(=O)c3ccc4c(c3)NC(=O)CO4)CC2)c1	18%	0%	1%
48	COc1ccc(CNc2ncncc2-c2ccccc2CN(C)C)c(OC)c1	/	-13%	15%[56.1 µM]
49	COc1ccc(N2CCN(S(=O)(=O)c3ccc(OC)c(-c4noc(C)n4)c3)CC2)cc1	-22%	/	9%
50	N#C/C(=N\Nc1ccc(Cl)cc1)C(=O)c1ccsc1	-5%	-19%	7%
51	COc1ccc(N2C(=S)N=C(Nc3ccccc3)C23CCCCC3)cc1	-5%	0%	0%
52	CCCn1nnnc1SCC(=O)NCc1cccs1	-9%	1%	0%
53	CC(C)(C)NC(=O)C(c1ccccn1)N(C(=O)c1csnn1)C1CCCCC1 (stereo not drawn)	1%	4%	0%
54	O=C(NCCC1CCCCN1S(=O)(=O)c1ccc(F)cc1)C(=O)Nc1ccccc1 (stereo not drawn)	-6%	-4%	0%
55	O=C(CN1CCN(Cc2ccccc2)CC1)NCC1COc2ccccc2O1 (stereo not drawn)	-2%	2%	2%
56	CCS(=O)(=O)Nc1ccc(C(=O)c2ccccc2)cc1	1%	-8%	0%
57	COc1ccc(S(=O)(=O)N(CC(=O)NC2CCCCC2)c2ccc(F)cc2)cc1	0%	-2%	0%
58	Cc1nc(C(F)(F)F)c(C(=O)NC(=O)Nc2ccccc2)s1	-8%	16%	3%
59	Cc1ccsc1C(=O)OCC(=O)Nc1cccc(S(=O)(=O)NC2=NCCCCC2)c1	-2%	6%	2%
60	CCOc1ccc(OC(=O)C(CCS(C)(=O)=O)N2C(=O)c3ccccc3C2=O)cc1 (stereo not drawn)	1%	11%	0%

Laid out differently: results already given
nr | FEN1 inh | N370S GC | TDP1 block | structure
13 | -2% | 0% | 6% | Cc1ccn(CC(=O)N2CCCC(Nc3ccc(F)c(F)c3)C2)n1 (stereo not drawn)
14 | -18% | -11% | / | Cc1ccsc1/C=N/NC(=O)c1nnn(-c2nonc2N)c1-c1ccccc1
15 | 2% | 14% | -2% | CC1CCN(C(=O)CCc2nc3cc(S(=O)(=O)N(C)C)ccc3n2C)CC1
16 | -13% | -4% | / | Cc1cccc(S(=O)(=O)N/N=c2\sc3ccccc3n2C)c1
17 | 18% | 0% | / | COc1ccc(CCN(C)C2CCCN(S(=O)(=O)c3ccccc3F)C2)cc1OC (stereo not drawn)

More compounds
#	SMILES	FEN1 inh	N370S GC	TDP1 block
61	O=C1c2ccccc2NC(c2ccc(Cl)cc2Cl)N1O (stereo not drawn)	3%	4%	5%
62	COc1ccc(N(CC(=O)N2CCN(c3ccccc3F)CC2)S(=O)(=O)c2c(C)noc2C)cc1	-8%&18%	3%	2%&2%
63	COC(=O)c1ccccc1NC(=O)c1nc2nc(C)cc(C)n2n1	1%	7%	9%
64	CCOC(=O)C1CCCN(C(=O)c2ccc3c(c2)N(Cc2ccc(Cl)cc2)C(=O)c2ccccc2S3=O)C1 (stereo not drawn)	-21%	/	9%
65	Cc1ccc(NC(=O)Cc2nnc(SCC(=O)Nc3ccccc3)n2C)cc1	-2%	12%	-3%
66	O=C(Nc1ccccc1)c1ccccc1Oc1ccc(C(F)(F)F)cc1[N+](=O)[O-]	-21%	-8%	8%
67	Cc1[nH]n(-c2ccc([N+](=O)[O-])cc2)c(=O)c1C=NCCN1CCN(C(=O)C(C)C)CC1	-9%	-6%	3%
68	CCSc1nnc(-c2cc3c(s2)-c2ccccc2CC3)o1	11%	?	/
69	Cc1ccc(C)c(Cn2c(=O)n(Cc3ccc4c(c3)OCO4)c(=O)c3oc4ccccc4c32)c1	8%	/	5%
70	Cc1nnc(NC(=O)c2c(-c3ccccc3Cl)noc2C)s1	0%	-1%	3%
71	Cc1occc1C(=O)NNC(=S)NCc1ccc(Cl)cc1	-1%	22%	0%
72	O=C(O)CSc1nnc(Cc2ccccc2)n1Cc1ccccc1	11%	-1%	5%
73	O=C(NC(Cc1ccccc1)C(=O)O)/C(=C/c1ccco1)NC(=O)c1cccc([N+](=O)[O-])c1 (stereo not drawn)	-11%	6%	-8%
74	C[N+](C)(C)CC(=O)N1CCN(c2ccc3ccccc3n2)CC1	-1%	?	/
75	CCCNc1c(NS(=O)(=O)c2cccc(C#N)c2)c(=O)oc2ccccc12	-7%	3%	1%
76	O=c1[nH]c(/C=C/c2ccccc2)c([N+](=O)[O-])c(=O)[nH]1	-5%	2%	6%
77	CN(C)c1ccc(CNC(=O)Cn2c(=O)oc3cc(S(=O)(=O)NCc4ccccc4)ccc32)cc1	-9%	/	7%
78	N#CC1=C(N)Oc2cc(N)ccc2C1c1ccccc1F (stereo not drawn)	3%	0%	/
79	CCCCCCCN1C(N(C)C)=NC[C@@H]1Cc1ccccc1	-2%	-17%	-4%
80	Cc1ccc(S(=O)(=O)N(C)CCCC(=O)Nc2cccc3ccccc23)cc1	-1%	2%	5%
81	Cc1ccc(-n2nc(C)c3c(C)c(CCC(=O)NCc4ccccc4Cl)c(C)nc32)cc1C	-4%	/	-1%
82	CC(C(=O)NCc1ccccc1)N1Cc2ccccc2C1=O (stereo not drawn)	15%	/	0%
83	Cc1ccc(-n2ccc(=O)c(C(=O)O)n2)cc1	-4%	-1%	3%
84	COc1ccc([C@H]2C=C(C(=O)O)O[C@@H](OCCCCO)C2)cc1	-2%	17%	1%
85	CC1C(=O)CCC1(C(=O)O)c1ccccc1 (stereo not drawn)	9%	5%	8%
86	Cc1cccc(C)c1OCC(=O)Nc1ccccc1C(=O)N1CCOCC1	-2%	4%	1%
87	CCc1ccc(OCC(=O)NCCN(C)C)c(Br)c1	1%	-27%	3%
88	COc1c(N2CCN(C(=S)NCc3ccccc3)C(C)C2)c(F)cc2c(=O)c(C(=O)O)cn(C3CC3)c12 (stereo not drawn)	?	-10%	?
89	COCCSc1nnc(NC(=O)c2cc(C(=O)OC)cc([N+](=O)[O-])c2)s1	-9%	-5%	5%
90	CCCOc1ccc(N2C(=O)CC(SC(=NC)Nc3ccc(F)cc3)C2=O)cc1 (stereo not drawn)	7%	-3%	-2%

Individual results from the entries so far.
For FEN1 inh, entry 66 shows -21%
For TDP1 block, entry 71 shows 0%
For FEN1 inh, entry 78 shows 3%
For N370S GC, entry 63 shows 7%
For N370S GC, entry 84 shows 17%

Part of the list above in order of SMILES length, smallest number first.
#	SMILES	FEN1 inh	N370S GC	TDP1 block
66	O=C(Nc1ccccc1)c1ccccc1Oc1ccc(C(F)(F)F)cc1[N+](=O)[O-]	-21%	-8%	8%
64	CCOC(=O)C1CCCN(C(=O)c2ccc3c(c2)N(Cc2ccc(Cl)cc2)C(=O)c2ccccc2S3=O)C1 (stereo not drawn)	-21%	/	9%
88	COc1c(N2CCN(C(=S)NCc3ccccc3)C(C)C2)c(F)cc2c(=O)c(C(=O)O)cn(C3CC3)c12 (stereo not drawn)	?	-10%	?

(more compounds)
#	SMILES	FEN1 inh	N370S GC	TDP1 block
91	S=C(NCCc1ccccc1)N1CCN(C23CC4CC(CC(C4)C2)C3)CC1	0%	-13%	-1%
92	Cn1c2ccccc2c(=O)c2cc(C#CC3=CCCCC3)ccc21	-11%	/	-5%
93	O=C(CCCSc1nc2ccccc2[nH]1)Nc1nnc(-c2ccccc2)o1	10%	-20%	8%
94	COc1ccc(C(=O)Nc2cc(-c3ccc(C)cc3)no2)cc1	17%	-8%	/
95	O=C(Nc1cc(Cl)ccc1Cl)c1cc(S(=O)(=O)N2CCc3ccccc3C2)ccc1F	-1%	/	3%
96	CC(C)c1cccc(C(C)C)c1NC(=O)c1ccccc1	-3%	0%	0%

Outcome played no part in choosing rows; about 0.53% have a hit in one of these screens.
